# High-throughput results from PubChem BioAssay.
# Growth percent in the NCI-60 one-dose screen (48 h, 10 µM unless noted): 100 = growth as untreated, 0 = no growth, -100 = all killed.
# NCI-H522: NCI-H522 lung cancer; 8% of 78,000 active
# NCI-H460: NCI-H460 lung cancer; 6.8% of 82,000 active; AID 1794736
# NCI-H322M: NCI-H322M lung cancer. AID 1794733. 2.7% of 80,000 active
# COLO 205: COLO 205 colon cancer; 7.3% of 79,000 active; AID 1794742
# NCI-H23: NCI-H23 lung cancer; 4% of 80,000 active; AID 1794731
# RXF 393: RXF 393 renal cancer cells; 6.9% of 77,000 active; AID 1794773
# A498: A498 renal cancer cells | 5.4% of 76,000 active | AID 1794774
# NCI-H226: NCI-H226 lung cancer; 3.5% of 79,000 active
# HT29: HT29 colon cancer; 7.4% of 81,000 active; AID 1794748
# * marks the source's active call; other numbers are inactive results; nt = not tested or not shown; & = joins results of further samples. The calls were made as follows: active = growth percent below 10; inactive = the rest. Not all compounds are listed, so the mix of outcomes need not match the whole.
SMILES,NCI-H522,NCI-H460,NCI-H322M,COLO 205,NCI-H23,RXF 393,A498,NCI-H226,HT29
CC1(C)N=C(N)N=C(N)N1c1ccc(CNC(=O)Nc2ccc(S(=O)(=O)F)c(Cl)c2)c(Cl)c1,nt,7.6*,46,37,31,51,61,84,7.6*
O=C1CC(=O)N(Cc2ccccc2)C(=O)N1,99,107,104,109,107,120,114,108,112
CNCc1cccnc1,84,114,113,122,104,121,104,101,86
CC1CCC2(O)C3(C)CC4(O)OC2(C1O)C1(O)C3(O)C(OC(=O)c2ccc[nH]2)C(O)(C(C)C)C41C (stereo not given),87,111,99,118,103,99,nt,101,100
O=C(O)CC1CCCCC1O (stereo not given),122,108,117,118,109,116,96,113,108
CC(C)c1cccc(C(C)C)c1OCC[N+](C)(C)C,88,106,100,105,102,nt,78,92,97
NC(c1ccccc1)c1ccc(Cl)cc1 (stereo not given),61,46,60,46,49,83,47,67,28
CC(=O)O[C@H]1CC[C@H]2[C@@H]3CC=C4C=C(Cl)CC[C@]4(C)[C@H]3CC[C@]12C,62,99,85,96,96,nt,84,97,79
Oc1c(Br)cc(-c2ccccc2)cc1Br,87&93,113&108,99&103,99&117,108&101,114&115,97,123&102,98&103
CC(=O)C(Cl)c1ccccc1 (stereo not given),99,107,119,114,113,146,101,96,107
c1ccc2c(c1)CCNC2,92,108,96,100,95,nt,104,82,91
C[C@H]1C[C@@H]2[C@H]([C@@H](O)C[C@]3(C)[C@@H](O)CC[C@@H]23)[C@@]2(C)CCC(=O)C=C12,103,114,104,112,109,114,103,104,110
CC[C@H](C)[C@H](NC(=O)c1ncccn1)C(=O)N(C)[C@H](C[C@@H](OC(C)=O)c1nc(C(=O)N[C@@H](Cc2ccccc2)C[C@H](C)C(=O)OC)cs1)C(C)C,0.4*,11,42,4.6*,41,-9.0*,28,51,-2.0*
CC[C@H](C)[C@H](NC(=O)[C@H]1CCCCN1C)C(=O)N(C)[C@H](C[C@@H](OC(C)=O)c1nc(C(=O)NC23C4C5C2C2C3C4C52C(=O)OC)cs1)C(C)C (stereo not given in full),-16*,13,48,-43*,19,34,3.9*,14,-5.5*
COc1cccc(-c2nc3c(s2)C2=CC[C@@H]4[C@H](CC[C@]5(C)C(=O)CC[C@@H]45)[C@@]2(C)CC3)c1,96,101,105,116,93,119,102,107,101
C[C@]12CCc3sc(-c4ccccc4O)nc3C1=CC[C@@H]1[C@@H]2CC[C@]2(C)C(=O)CC[C@@H]12,99,108,101,108,103,107,nt,108,104
CCCCCCCCOP(=O)(OCCCCCCCC)N(CCO)CCO,nt,109,102,106,106,103,98,100,88
CC1CC2(C)C(CC1=O)CC(C)C1C2CCC2(C)C1CCC2(C)O (stereo not given),72,94,98,105,90,93,81,87,85
CCc1ccccc1[C@H]1C[C@]2(C)CCO[C@@H]2OO1,87,105,99,119,103,115,89,98,97
CCC1(CCC(C)C)C(=O)NC(=S)NC1=O,97,97,107,nt,104,113,85,113,112
COc1ccc(C(=O)CN)cc1,88,104,105,123,98,112,95,96,105
COc1ccc(Nc2ccnc3cc(Cl)ccc23)cc1CN(CCCl)CCCl,-48*,-18*,-34*,-37*,-47*,-72*,-47*,23,1.3*
CC(C)c1cc(C(C)C)c(CCN(C)C)c(C(C)C)c1,97,118,112,117,107,152,94,109,93
O=[N+]([O-])c1ccc(N2CCNCC2)c2nonc12,94,98,97,112,96,110,93,97,99
Nc1ccccc1P(=O)(O)O,100,82,97,105,113,106,73,96,98

# Some of these compounds in order of molar mass, highest first:
SMILES,NCI-H522,NCI-H460,NCI-H322M,COLO 205,NCI-H23,RXF 393,A498,NCI-H226,HT29
COc1ccc(Nc2ccnc3cc(Cl)ccc23)cc1CN(CCCl)CCCl,-48*,-18*,-34*,-37*,-47*,-72*,-47*,23,1.3*
O=C1CC(=O)N(Cc2ccccc2)C(=O)N1,99,107,104,109,107,120,114,108,112
CC(=O)C(Cl)c1ccccc1 (stereo not given),99,107,119,114,113,146,101,96,107

# Next part
SMILES,NCI-H522,NCI-H460,NCI-H322M,COLO 205,NCI-H23,RXF 393,A498,NCI-H226,HT29
CNC(=O)Oc1ccccc1,nt,104,107,104,107,112,120,102,118
CCOC(=O)CC(SP(=S)(OC)OC)C(=O)OCC (stereo not given),74,108,104,116,97,117,110,95,100
O=S1(=O)OC(c2cc(Br)c(O)c(Br)c2)(c2cc(Br)c(O)c(Br)c2)c2ccccc21,96,112,142,nt,105,114,114,115,105
O=C1/C(=C\c2ccccc2)N2CCC1CC2,87&101,113&109,96&112,98&124,108&95,110&104,112,106&94,102&91
O=C1CCC(=O)N1[N+](=O)[O-],89,104,87,112,96,99,96,97,103
N#CCc1ccccc1CC#N,nt,105,107,100,100,123,99,101,103
CCOC(=O)C(CC)(C(=O)OCC)c1ccccc1,98,104,88,109,97,112,95,88,107
CC[C@]12C=CCN3CC[C@@]4(c5ccc(OC)cc5N(C)[C@H]4[C@@](O)(C(=O)OC)[C@@H]1OC(=O)CCC[P+](c1ccc(C)cc1)(c1ccc(C)cc1)c1ccc(C)cc1)[C@@H]32,-86*,-85*,-98*,-50*,-91*,-83*,-89*,-77*,-81*
Nc1ncnc(N)n1,115,106,114,113,110,nt,94,97,108
ClCc1nc2ccccc2[nH]1,100,108,104,nt,100,104,82,101,113
N#[N+]c1nc2nc(N)[nH]c(=O)c2[nH]1,95,101,nt,103,103,111,107,98,104
C[C@H]1[C@@H](CC(=O)N[C@@H](Cc2coc3ccccc23)B(O)O)O[C@@H]2OC3(C)CC[C@H]4[C@H](C)CC[C@@H]1[C@@]24OO3,-74*,-28*,20,-49*,-66*,-88*,37,-28*,-58*
Cc1ccc(S(=O)(=O)N=S(CCCl)CCCl)cc1,nt,96,100,98,95,87,99,102,103
C=CCN1CC[C@]23c4c5ccc(O)c4O[C@H]2C(=O)CC[C@@]3(O)[C@H]1C5,98,116,77,124,93,107,200,90,110
CCCC(C)CC1(CCO)C(=O)NC(=S)NC1=O (stereo not given),nt,106,104,103,109,122,98,104,102
C[N+]12CCC34C5=CC(=O)C(=O)C=C5[N+]5(C)C(=O)CC6OCC=C(C1)C(CC32)C6C45 (stereo not given),nt,105,98,101,117,93,126,99,104
CC(C)(c1ccc(OP2(=O)OCC3(CC=CCC3)CO2)cc1)c1ccc(OP2(=O)OCC3(CC=CCC3)CO2)cc1 (stereo not given),63,97,94,105,93,81,96,59,86
C[C@]12CC[C@H]3[C@@H](C[C@H]4OC[C@@]35CCC(=O)C=C45)[C@@H]1CC[C@@H]2O,101,104,101,113,108,111,80,105,105
CC12CCC3C(CC=C4C[C@@H](O)CCC43C)C1C/C(=C\c1ccc(OCC(=O)O)cc1)C2=O (stereo not given in full),99,112,nt,114,109,116,83,113,101
COc1cc(-n2c(=S)[nH]c3ccc(Br)cc3c2=O)cc(OC)c1OC,99,125,109,122,108,143,141,114,109
NP(=O)(Nc1ccccc1)Nc1ccccc1,91,119,99,104,105,112,104,92,107
Oc1c(Cl)c(Cl)c(Cl)c(Cl)c1Cl,95,98,119,102,94,118,86,104,97
CCOC(=O)/C=C(\C)Nc1ccc(N/C(C)=C/C(=O)OCC)c2c1Oc1ccccc1O2,nt,122,110,121,90,0.4*,102,93,112
CCCCCCOC(CN)C(Cl)(Cl)Cl (stereo not given),87,106,89,nt,106,90,94,93,100
Nc1ccccc1C(=O)OCCc1ccccc1,93&86,116&105,93&122,120&122,88,120&101,101&64,108&101,108&100

# 20 structures out of the list, ordered by molar mass, falling.
SMILES,NCI-H522,NCI-H460,NCI-H322M,COLO 205,NCI-H23,RXF 393,A498,NCI-H226,HT29
O=S1(=O)OC(c2cc(Br)c(O)c(Br)c2)(c2cc(Br)c(O)c(Br)c2)c2ccccc21,96,112,142,nt,105,114,114,115,105
CC(C)(c1ccc(OP2(=O)OCC3(CC=CCC3)CO2)cc1)c1ccc(OP2(=O)OCC3(CC=CCC3)CO2)cc1 (stereo not given),63,97,94,105,93,81,96,59,86
C[C@H]1[C@@H](CC(=O)N[C@@H](Cc2coc3ccccc23)B(O)O)O[C@@H]2OC3(C)CC[C@H]4[C@H](C)CC[C@@H]1[C@@]24OO3,-74*,-28*,20,-49*,-66*,-88*,37,-28*,-58*
CC12CCC3C(CC=C4C[C@@H](O)CCC43C)C1C/C(=C\c1ccc(OCC(=O)O)cc1)C2=O (stereo not given in full),99,112,nt,114,109,116,83,113,101
COc1cc(-n2c(=S)[nH]c3ccc(Br)cc3c2=O)cc(OC)c1OC,99,125,109,122,108,143,141,114,109
C[N+]12CCC34C5=CC(=O)C(=O)C=C5[N+]5(C)C(=O)CC6OCC=C(C1)C(CC32)C6C45 (stereo not given),nt,105,98,101,117,93,126,99,104
CCOC(=O)CC(SP(=S)(OC)OC)C(=O)OCC (stereo not given),74,108,104,116,97,117,110,95,100
C=CCN1CC[C@]23c4c5ccc(O)c4O[C@H]2C(=O)CC[C@@]3(O)[C@H]1C5,98,116,77,124,93,107,200,90,110
C[C@]12CC[C@H]3[C@@H](C[C@H]4OC[C@@]35CCC(=O)C=C45)[C@@H]1CC[C@@H]2O,101,104,101,113,108,111,80,105,105
CCCC(C)CC1(CCO)C(=O)NC(=S)NC1=O (stereo not given),nt,106,104,103,109,122,98,104,102
Oc1c(Cl)c(Cl)c(Cl)c(Cl)c1Cl,95,98,119,102,94,118,86,104,97
CCCCCCOC(CN)C(Cl)(Cl)Cl (stereo not given),87,106,89,nt,106,90,94,93,100
NP(=O)(Nc1ccccc1)Nc1ccccc1,91,119,99,104,105,112,104,92,107
Nc1ccccc1C(=O)OCCc1ccccc1,93&86,116&105,93&122,120&122,88,120&101,101&64,108&101,108&100
O=C1/C(=C\c2ccccc2)N2CCC1CC2,87&101,113&109,96&112,98&124,108&95,110&104,112,106&94,102&91
N#[N+]c1nc2nc(N)[nH]c(=O)c2[nH]1,95,101,nt,103,103,111,107,98,104
ClCc1nc2ccccc2[nH]1,100,108,104,nt,100,104,82,101,113
N#CCc1ccccc1CC#N,nt,105,107,100,100,123,99,101,103
O=C1CCC(=O)N1[N+](=O)[O-],89,104,87,112,96,99,96,97,103
Nc1ncnc(N)n1,115,106,114,113,110,nt,94,97,108

# New compounds follow.
SMILES,NCI-H522,NCI-H460,NCI-H322M,COLO 205,NCI-H23,RXF 393,A498,NCI-H226,HT29
CCC(O)(COC(N)=O)c1ccccc1 (stereo not given),87,123,117,107,110,108,92,103,106
C=CCOC(N)=O,91,110,107,116,106,108,95,107,103
ClCCN(CCCl)c1nc(Cl)c(C2CC(c3ccc4c(c3)OCO4)=NN2c2ccccc2)s1 (stereo not given),75,96,85,99,96,117,105,83,90
O=C(N/N=C\c1ccc(N(CCCl)CCCl)cc1[N+](=O)[O-])c1cccnc1,106,105,99,83,98,108,77,98,103
CN1C(=O)C(c2ccccc2)C(=O)N(C)C1=O,nt,102,99,119,116,114,91,106,102
Cc1cccc(OC(=O)CCl)c1,106,103,99,108,89,115,102,89,122
CCC1(O)CCC2C3CC=C4CCCCC4C3CCC21C (stereo not given),106,121,94,103,102,110,94,108,109
CC1CCC(=O)O1 (stereo not given),92,101,109,123,90,128,116,97,108
Cc1cc(O)ccc1[N+](=O)[O-],100,111,117,99,96,nt,89,108,102
CNC(=O)Oc1ccccc1C1CCCCC1,nt,102,115,98,108,106,119,97,110
C/C=C(/C)C(=O)O[C@H]1CC[C@@]2(C)[C@@H]3CC[C@H]4[C@]5(O)C[C@H](O)[C@@]6(O)[C@@H](CN7C[C@@H](C)CC[C@H]7[C@@]6(C)O)[C@]5(O)C[C@@]42O[C@@]13O,nt,110,98,118,106,108,127,102,92
COCC1OC2OC3C(COC)OC(OC4C(COC)OC(OC5C(COC)OC(OC6C(COC)OC(OC7C(COC)OC(OC8C(COC)OC(OC1C(O)C2O)C(O)C8O)C(O)C7O)C(O)C6O)C(O)C5O)C(O)C4O)C(O)C3O (stereo not given) (tested in a mixture with another compound),109,109,134,127,102,129,111,102,109
CC1(CCCc2ccc(N(CCCl)CCCl)cc2)NC(=O)NC1=O (stereo not given),71,29,110,nt,84,84,94,nt,74
CN1CCN(C(=O)COc2ccc(/C=C3\CC4C5CC=C6CC(Cl)CCC6(C)C5CCC4(C)C3=O)cc2)CC1 (stereo not given),62,17,86,60,71,79,75,77,-9.8*
Nc1ccc(CCCC(=O)Nc2ccc(S(=O)(=O)F)cc2)cc1,109,105,nt,116,nt,85,89,87,112
COc1cc(C=C(C#N)C#N)cc(OC)c1OC,nt,106,130,125,114,117,106,105,109
CCNP(=S)(NCC)c1ccccc1,106,99,102,105,104,112,79,93,105
CCCCc1ccc(NC2=NCCCS2)cc1,82,73,88,86,nt,nt,125,98,61
Cc1nnc([S-])o1.[Au+].c1ccc([PH+](c2ccccc2)c2ccccc2)cc1,-81*,86,88,55,61,-54*,91,114,61
CN1C2C[C@H](OC(=O)[C@H](CO)c3ccccc3)C[C@H]1[C@@H](O)C2,91,114,112,114,104,113,106,103,96
COc1ccc(-n2c(C)nc3cc(OC)c(OC)cc3c2=O)cc1OC,101,106,97,99,101,118,96,99,106
NCCc1ccc(S(N)(=O)=O)cc1,60,99,105,94,104,nt,81,96,83
Cc1cc[n+](CCc2ccccc2)cc1,86&95,103&110,96&96,119&127,111&91,108,94&84,102,93&98
ClC(Cl)(Cl)Sc1cccc(Br)c1,98,105,104,118,102,102,90,104,95
Cc1cccc(N2CCN(C(C)C#N)CC2)c1 (stereo not given),89,109,94,105,98,105,nt,97,105
